GLP-1R inv ag: qHTS of GLP-1 Receptor Inverse Agonists (Inhibition Mode) | HEK293 GLP-1R CRE-luciferase, luminescence, 24 h; GLP-1R form is constitutively active | 410,000 tested, 1.6% active | Potency, µM (top dose mostly 38.3 µM), inactives show at the top dose activity change, negative = inhibition, hits mostly inhibitors; note: potency is the fitted concentration of half-maximal effect; % is set by controls: 0 for no effect and ±100 for the full control effect; nearly all actives have a fitted effect of over 55% in size
Target sequence (P43220 whole entry, looked up): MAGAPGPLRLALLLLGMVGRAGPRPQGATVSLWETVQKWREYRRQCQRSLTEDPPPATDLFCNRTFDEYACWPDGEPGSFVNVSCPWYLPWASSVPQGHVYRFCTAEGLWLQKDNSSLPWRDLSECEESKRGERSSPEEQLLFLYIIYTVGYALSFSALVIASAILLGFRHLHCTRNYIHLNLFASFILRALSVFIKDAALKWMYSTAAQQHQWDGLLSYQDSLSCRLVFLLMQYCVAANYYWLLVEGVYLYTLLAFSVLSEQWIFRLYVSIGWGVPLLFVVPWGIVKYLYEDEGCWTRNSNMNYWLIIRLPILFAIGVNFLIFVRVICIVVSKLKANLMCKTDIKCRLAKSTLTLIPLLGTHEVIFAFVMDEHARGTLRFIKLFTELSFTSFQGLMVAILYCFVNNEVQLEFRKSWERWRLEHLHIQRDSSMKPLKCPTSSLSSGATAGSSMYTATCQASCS
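HEK293 cells stably co-expressing a cAMP-responsive luciferase reporter and constitutively active GLP-1R were seeded, incubated 12 h, then exposed to compounds for 24 h at 37 C. Luminescence was read 12 min after detection reagent; inverse agonists lower signal.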
aSyn yeast inh: qHTS of alpha-syn Inhibitors. Yeast expressing alpha-synuclein, growth rescue, BacTiter-Glo, 24 h. Potency, µM (titrated, usually from 46.1 µM), inactives show at the top dose growth rescue (activation), actives largely listed as activators. 370,000 tested, 0.14% active; note: potency is the fitted concentration of half-maximal effect; % of control where 0% means no effect; nearly all actives have a fitted effect of over 65% in size
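Screening used galactose-induced yeast with toxic alpha-synuclein levels, exposed to compound for 24 hr at 30 deg C. Cell growth, read with BacTiter-Glo luminescence, gave the measured signal.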
PTHR1 agonist: qHTS for PTHR1 Agonists: Primary Screen. Parathyroid hormone/parathyroid hormone-related peptide receptor (Homo sapiens), Q03431. HEK293 GP2 PTHR1 cells, GloSensor cAMP luminescence, 1 h. Potency, µM (titrated, usually from 115 µM), for inactives: top-dose activation, usual class: activators. 410,000 tested, 0.075% active; note: potency is the fitted concentration of half-maximal effect; nearly all actives have a fitted effect of over 55% in size; some results filed as inactive show a strong effect at the top dose; inactives centre near -15; many of its hits are not listed in these tables
Target sequence (Q03431 whole entry, looked up): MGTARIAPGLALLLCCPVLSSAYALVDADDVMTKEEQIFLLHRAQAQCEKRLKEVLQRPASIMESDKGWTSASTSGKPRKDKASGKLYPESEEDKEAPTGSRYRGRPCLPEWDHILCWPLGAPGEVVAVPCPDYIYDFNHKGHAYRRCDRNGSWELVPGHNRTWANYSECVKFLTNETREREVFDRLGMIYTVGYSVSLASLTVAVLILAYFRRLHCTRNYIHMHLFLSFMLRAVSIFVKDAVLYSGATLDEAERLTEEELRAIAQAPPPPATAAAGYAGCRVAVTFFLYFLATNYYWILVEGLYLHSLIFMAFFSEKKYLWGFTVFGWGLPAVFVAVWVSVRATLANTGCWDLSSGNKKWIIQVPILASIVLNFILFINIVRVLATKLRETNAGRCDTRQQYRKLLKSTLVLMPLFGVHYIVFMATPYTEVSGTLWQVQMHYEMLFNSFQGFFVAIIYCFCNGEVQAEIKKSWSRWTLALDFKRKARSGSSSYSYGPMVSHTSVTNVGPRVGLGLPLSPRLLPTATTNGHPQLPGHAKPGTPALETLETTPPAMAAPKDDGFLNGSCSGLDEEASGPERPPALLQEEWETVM
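HEK-293-derived GP2 cells expressing PTHR1 and a GloSensor cAMP reporter, 3,000/well, plated overnight, given luciferin plus IBMX (each 0.5 mM as added) for 1 h at 37 °C, then compound for 1 h at 37 °C. Luminescence was read after 15 min at room temperature.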
Abeta rescue: qHTS for compounds that reverse cellular toxicity of Amyloid beta (A-beta) peptide in yeast: Primary Screen; yeast expressing A-beta42, growth rescue, OD600, 48 h; response scale: 0% DMSO, 100% iron-clioquinol control; Potency, µM (top dose mostly 46.1 µM), for inactives: top-dose growth rescue, usual class: activators; 410,000 tested, 0.063% active; AID 1347071, 2019; note: potency is the fitted concentration of half-maximal effect; nearly all actives have a fitted effect of over 55% in size
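Growth rescue measured by 600 nm absorbance after 48 h yeast culture at 30 C with compound. Values normalized between DMSO and an equimolar ferric chloride plus clioquinol control.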
FUS suppressor: qHTS for Suppressors of FUS Proteinopathy: Primary screen using FUS-linked yeast assay | S. cerevisiae FUS-expressing, growth rescue, OD600, 24 h | Potency, µM (series often up to 76.6 µM), for inactives: at the top dose growth rescue (activation), actives largely listed as activators | AID 1347120, 2019 | 390,000 tested, 0.24% active;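 note: potency is the fitted concentration of half-maximal effect; plate controls were DMSO vehicle for no effect and reference control for full effect; nearly all actives have a fitted effect of over 55% in size; some results filed as inactive show a strong effect at the top dose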
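Yeast expressing FUS under galactose induction, OD 0.005 in 2% galactose medium; compounds in a dilution series, 24 h at 30C. Growth rescue by absorbance at 600 nm; CP55940 positive control, DMSO negative.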
TDP43 rescue: qHTS of TDP-43 Inhibitors; TDP-43 expressing yeast growth rescue, BacTiter-Glo, 24 h; Potency, µM (doses to about 46.1 µM), without a hit: at the top dose growth rescue (activation), most hits filed as activators; 410,000 tested, 1.8% active; AID 652104, 2013; note: potency is the fitted concentration of half-maximal effect; % of control where 0% means no effect; nearly all actives have a fitted effect of over 50% in size
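Readout is BacTiter-Glo luminescence of cell growth, so inhibitors register as activators. TDP-43-expressing yeast at OD600=0.02 in galactose medium, after raffinose pregrowth to mid-log, were incubated with compound for 24 hr at 30 deg C.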
GLP1R cytotox: qHTS of GLP-1 Receptor Inverse Agonists: Cytotox Screen. Potency, µM (highest dose often 38.3 µM), for the others: at the top dose activity change, negative = inhibition, usual class: inhibitors. 410,000 tested, 0.13% active. AID 624418, 2012. HEK293 cAMP-luciferase reporter cells, luminescence, 24 h;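 note: loss of luciferase light is scored as toxicity; potency is the fitted concentration of half-maximal effect; % is set by controls: 0 for no effect and ±100 for the full control effect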
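Luminescence readout: signal drop marks cytotoxicity. Plated cells grew 12 h at 37 °C, 5% CO2, received 23 nL compound for 24 h, then got luciferase reagent, read after 12 min at RT.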
MmCpn inh: Inhibitors of TCP-1 ring complex (TRiC) of Methanococcus maripaludis (MmCpn): qHTS; Chaperonin Mm-Cpn (Methanococcus maripaludis); purified Mm-Cpn ATPase, ADP Transcreener TR-FRET; Potency, µM (series often up to 76.9 µM), without a hit: at the highest dose activity, negative = inhibition, actives largely listed as inhibitors; 330,000 tested, 0.031% active; AID 504842, 2011; note: potency is the fitted concentration of half-maximal effect; % is set by controls: 0 for no effect and ±100 for the full control effect; nearly all actives have a fitted effect of over 80% in size
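ATPase read-out: TR-FRET ADP immunoassay (anti-ADP Eu cryptate vs ADP-d2), ex 320 nm, em 590/665 nm; signal drops as ADP forms. Enzyme 25 nM, ATP 10 uM, 30 min at 37°C after 10 min compound preincubation.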
Akt phos inh: HTS Assay for Inhibitors of Akt Phophorylation: Primary Screen; AID 651550, 2012; Neuro2A IGF-stimulated pAkt S473 HTRF, 20 min; hits give low values; activity change, % for hits at 50 µM; 360,000 tested, 0.32% active; in the data active = activity change below about -80%; inconclusive = mostly about -51% to -80%; note: % is set by controls: 0 for no effect and ±100 for the full control effect
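Neuro2A cells (4,500/well, DMEM with 0.5% FBS) were treated with compound at a single 50 µM final concentration, stimulated with 6 nM IGF for 20 min at 37 °C, and lysed. Phospho-Akt Ser473 was read by HTRF as 665/615 ratio ×10^4.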
Active calls of the source: *; i = inactive; ? = inconclusive; · = no result given; [ ] = dose if it differs, or a comment. Unless noted, calls come from the whole dose curve; as a rule, active = well fitted curve in the direction sought with a large enough effect; inconclusive = small, poorly fitted or top-dose-only effect, or another doubt; inactive = no such curve, though single readings can be large; an effect the other way counts as inactive or inconclusive. The list is partial; rates above refer to the full screens.

Every second line gives: GLP-1R inv ag | aSyn yeast inh | PTHR1 agonist | Abeta rescue | FUS suppressor | TDP43 rescue | GLP1R cytotox | MmCpn inh | Akt phos inh
> CC(C)(C)NC(=O)CN(CCN1CCOCC1)C(=O)CNS(=O)(=O)c1ccccc1
→ 16% | -4% | i | -10% | -6% | -10% | 12% | 3% | i
> COC(=O)C1=CN(c2c(C)cc(C)cc2C)C(N)=C(C#N)C1c1ccccc1 (configuration not stated)
→ ? | ? | -65%[inhibitor] | -11% | 21% | ? | -10% | · | i
> CCCc1cc(=O)[nH]c2nnc(SCC)n12
→ -7% | · | 14% | -7% | -11% | 30% | 2% | · | ·
> O=C(CSc1nc2ccccc2o1)NCC(=O)c1ccccc1
→ -15% | -1% | -15% | 1% | ? | -11% | -3% | 0% | i
> C/C(CC(C)C)=N\Nc1ccc(S(N)(=O)=O)cc1[N+](=O)[O-]
→ 17% | 2% | -21% | -4% | 5% | -9%[1.82 µM] | ? | -1% | i
> CCCSc1nc2c(c(=O)n1CC)SC(C)C2 (configuration not stated)
→ 7% | -10% | -49%[inhibitor] | -17% | -5% | 22µM* | 0% | 1% | i
> COCCCC1CCN(C(=O)C2CCC(=O)N(CCc3ccccc3)C2)CC1 (configuration not stated)
→ -5% | 3% | i | 2% | · | 17% | 0% | 1% | i
> CS(=O)(=O)c1ccc2nc(NC(=O)c3ccccc3Cl)sc2c1
→ 16% | -5% | -32%[inhibitor] | 9% | -55%[inhibitor] | -25% | -2% | 0% | i
> COc1ccc(/C=N/NC(=O)CSCC(=O)Nc2ccccc2)cc1
→ -1% | 0% | i | 16% | -18% | 16% | 6% | 3% | i
> O=C(Nc1ccncc1)c1cccc(S(=O)(=O)N2CCOCC2)c1
→ 8% | -7% | i | -7% | 2% | 7% | 3% | 1% | i
> O=C(COC(=O)CCc1c[nH]c2ccccc12)NC(c1ccccc1)c1ccccc1
→ 0% | 16% | i | 33% | · | -31%[inhibitor] | 0% | 2% | i
> Cc1cccc(CN2CCN(CC(=O)N3CCCC3)C2=O)c1
→ 7% | 0% | i | 15% | -8% | 18% | 4% | 0% | i
> Cc1cc(C(=O)N2CCCC(N3CCN(c4cccc(Cl)c4)CC3)C2)nc(C)n1 (configuration not stated)
→ 16% | -8% | i | 2% | 4% | 10% | -2% | -2% | i
> Cc1c(C(=O)C(=O)N2CCN(C)CC2)c2ccccc2n1C
→ -6%[0.307 µM] | -6% | i | 14% | -5% | 5% | -5%[0.307 µM] | -5% | i
> C=CCn1c(SCC(=O)NCCOC)nnc1-c1cc2c(s1)CCC(CC)C2 (configuration not stated)
→ -26% | 2% | i | 14% | 12% | 24% | -15% | -3% | i
> S=C(c1ccc2c(c1)OCO2)N1CCCCCC1
→ -4% | -2% | i | -12% | 26% | -7% | 9% | 1% | i
> Cc1ccc(C)c(S(=O)(=O)N2CCCC2CNC(=O)c2ccc([N+](=O)[O-])cc2)c1 (configuration not stated)
→ ? | 6% | -28% | 10% | 27% | ? | 2% | 0% | i
> O=C(CCC1CCN(C(=O)c2ccco2)CC1)NCc1ccc(F)cc1
→ 9% | -8% | i | -5% | 9% | 7% | 6% | 2% | i
> CCc1ccc(NC(=O)CN2CCCN(Cc3cccc(Cl)c3)S2(=O)=O)cc1
→ -13% | · | i | 5% | 1% | 21% | 0% | · | ·
> Cc1c(NC(=O)c2ccccc2)cccc1[N+](=O)[O-]
→ 5% | 1% | i | 14% | · | 8% | 22% | 0% | i
> Cc1ccc(C(C#N)c2ccc(C(=O)c3ccc(F)cc3)cc2)cc1 (configuration not stated)
→ 11µM* | -11% | -38%[inhibitor][57.5 µM] | 11% | 13% | -17% | 13% | 0% | i
> CCn1c(SCC(=O)Nc2ccccc2N2CCOCC2)nnc1-c1ccccc1
→ 8% | -2% | -6%[57.5 µM] | 3% | 35% | 10% | -9% | 0% | i
> CN1CCc2c(sc3c2C(=O)NC(/C=C/c2ccco2)N3)C1 (configuration not stated)
→ 13% | -2% | i | -10% | -9% | -9% | 13% | · | i
> CCOc1ccc(CCNC(=O)c2cc3cc4ccc(OC)cc4nc3s2)cc1OCC
→ -2% | · | -23% | -6% | -16% | 2% | -5% | · | ·
> CCCCCCc1cc2cc(C(=O)Nc3ccccc3)c(=O)oc2cc1O
→ 8% | 1% | -27% | 6% | · | -13% | 47%[activator] | -1% | i
> Cc1cn(CC(=O)NCCNc2ccc([N+](=O)[O-])cn2)c(=O)[nH]c1=O
→ 13% | -7% | 16% | -8% | -8% | 12% | -3% | · | i
> CCOC(=O)N1CCN(C(=O)COC(=O)c2ccc(O)cc2O)CC1
→ 5% | 0% | -18% | 4% | 26% | · | -9% | -4% | i
> O=S(=O)(c1ccc(C2CCCCC2)cc1)N1CCN(c2ncccn2)CC1
→ 40%[activator] | -13% | -21%[57.5 µM] | -1% | -21% | -21% | 13% | 1% | i
> CC(C)CN1C(Nc2ccccc2)=NC[C@@H]1C
→ 1% | -6% | -15% | 6% | -20% | 22% | 7% | -1% | i
> Cc1ccc(NC(=O)Cc2sc(C)nc2-c2ccc(C)cc2)cc1
→ -11% | 6% | i | -20% | · | -8% | 3% | 0% | i
> O=C(O)CCS(=O)(=O)Cc1ccccc1Cl
→ -4% | -5% | -24%[57.5 µM] | -1% | 6% | 2% | -18% | 2% | i
> COC(=O)c1cnc(NNS(=O)(=O)c2ccc(Cl)cc2)nc1C(F)(F)F
→ -5% | 3% | -15% | -3% | 1% | -20% | -18% | 1% | i
> Cc1ccc(-c2nnn(CC(=O)N(c3ccc(F)cc3)C(C(=O)NC3CCCC3)c3ccncc3)n2)o1 (configuration not stated)
→ 13% | -5% | -11% | -12% | 16% | -4% | -1% | 0% | i
> CCOC(=O)CC(NC(=O)CCc1c(C)nc2c(c1C)c(=O)n(C)c(=O)n2C)c1ccc(OCC)c(OC)c1 (configuration not stated)
→ -10% | · | -45%[inhibitor] | -9% | -22% | 6% | 3% | · | ·
> CSC1=NCCCN1C(=O)c1c(-c2ccccc2Cl)noc1C
→ -18% | 10% | -49%[inhibitor] | 2% | 1% | 4% | -6% | -3% | i
> Cc1ccc(-c2cnc3c(c2)C(=O)N([C@H](C)CO)C[C@H](C)[C@@H](CN(C)Cc2ccccc2F)O3)cc1
→ ? | -4% | -12% | -5% | 15% | 16% | -38% | · | i
> COc1ccc(C(N)c2csc(NC(=O)Nc3ccccc3C(C)(C)C)n2)cc1 (configuration not stated)
→ ? | 8% | i | 0% | 44% | 29% | -8% | · | i
> CCOCCCNC(=O)c1ccc(-n2c(-c3ccccc3)cc3c2CCC(C)C3)cc1 (configuration not stated)
→ ? | · | -10% | -19% | ? | 8% | -5% | · | ·
> COc1ccc(CCNC(=O)c2ccc3c(c2)N(Cc2ccc(F)cc2)C(=O)CS3)cc1OC
→ -28% | · | -74%[inhibitor] | -20% | 43% | 9% | -14% | · | ·
> CCOc1ccc(-c2cnc(SCC(N)=O)nc2N)cc1
→ -20% | -4% | -3% | -8% | 2% | -14% | 20% | 2% | i
> COc1cc(C(=O)NCC2CCCCC2)cc(OC)c1OC
→ 17% | 0% | -13% | 1% | -10% | -22% | 4% | -1% | i
> Cc1cc(C(=O)N2CCC(CO)(Cc3cccc(C(F)(F)F)c3)CC2)n[nH]1
→ -28% | -2% | -24% | 8% | 17% | 4% | 1% | -1% | i
> Cc1cc2nc(C)n(CCCN)c2cc1C
→ -5% | · | i | 3% | -7% | -8% | -28% | 0% | ·
> Cc1ccc(-c2ccc3c(c2)O[C@H](CN(C)Cc2cncnc2)[C@@H](C)CN([C@H](C)CO)S3(=O)=O)cc1
→ 31%[activator] | 1% | -20% | 2% | 41% | 23% | -7% | · | i
> CSc1nc(C)c2c(n1)N(c1ccc(O)cc1)CC2
→ 8% | 1% | ? | -4% | 24% | -11% | 2% | -2% | i
> CCn1nc(-c2ccccc2)c(-c2ccccc2)c(C(=O)Nc2ccccc2C(N)=O)c1=O
→ 14% | · | i | 0% | 13% | 22% | -1% | · | ·
> NS(=O)(=O)c1ccc(Cc2ncc(C(F)(F)F)cc2Cl)s1
→ 2% | 9% | i | 20% | 21% | 12% | -2% | -2% | i
> COC(=O)c1cn(NC(=O)c2ccc([N+](=O)[O-])c(C)c2)c(=O)c2ccccc12
→ -7% | -7% | i | 1% | 0% | 13% | -1% | 2% | i
> CC(C)=Cc1oc2ccc([N+](=O)[O-])cc2c1N1CCOCC1
→ -3% | 3% | -7% | -4% | -2% | 2% | -14% | -2% | i
> CCC(=O)NC(=S)Nc1ccc(S(=O)(=O)NC2CCCCC2)cc1
→ -16% | 20% | -19% | -1% | 16% | 21% | -27% | ? | i
> O=C(NC(Cc1ccccc1)C(=O)O)/C(=C\c1ccc([N+](=O)[O-])cc1)NC(=O)c1ccco1 (configuration not stated)
→ 25% | -3% | -17% | -3% | 11% | -17% | -1% | -1% | i
> CCN(C(=O)C1CCN(S(=O)(=O)c2ccc3c(c2)CCCN3C(=O)C2CCC2)CC1)c1cccc(C)c1
→ 1% | · | -16% | 0% | 3% | 19% | -2% | · | ·
> Nc1ccc(Oc2ccc3nc(-c4ccccc4)c(-c4ccc([N+](=O)[O-])cc4)nc3c2)cc1
→ ? | 9% | i | -50%[inhibitor] | 30% | ? | -5% | 1% | i

Screening results (PubChem)
